CHRM4 agonist: human M4 muscarinic receptor agonists, primary screen, CHO-K1 cells, Fluo-8 calcium fluorescence; Muscarinic acetylcholine receptor M4 (Homo sapiens), P08173; CHO-K1 hM4/Gqi5; vehicle 0%, full acetylcholine response 100%; activation, % at 3 µM; 360,000 compounds, 0.14% hits; AID 624127, 2012;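 active = activation above the run mean over all test wells plus 3 SD, cut at about 32% in these data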;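 also: peak over basal fluorescence ratio per well then scaled between controls; 0% = DMSO wells and 100% = acetylcholine at EC100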
Target sequence (P08173 whole entry, looked up): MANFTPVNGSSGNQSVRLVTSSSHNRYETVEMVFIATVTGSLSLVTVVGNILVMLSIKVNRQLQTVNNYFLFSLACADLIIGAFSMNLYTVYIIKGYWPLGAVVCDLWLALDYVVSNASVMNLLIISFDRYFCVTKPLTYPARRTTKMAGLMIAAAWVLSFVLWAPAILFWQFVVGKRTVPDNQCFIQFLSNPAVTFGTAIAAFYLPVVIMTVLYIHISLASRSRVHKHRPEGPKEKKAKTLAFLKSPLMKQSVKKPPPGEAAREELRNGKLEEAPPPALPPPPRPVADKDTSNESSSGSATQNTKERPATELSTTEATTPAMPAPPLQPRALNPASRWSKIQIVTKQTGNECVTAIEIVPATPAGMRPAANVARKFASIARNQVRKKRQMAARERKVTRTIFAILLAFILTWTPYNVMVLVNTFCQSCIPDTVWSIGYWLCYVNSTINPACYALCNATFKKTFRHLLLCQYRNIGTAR
CHRM5 PAM: human M5 muscarinic receptor positive allosteric modulators, primary screen, CHO-K1 cells, Fluo-8 calcium fluorescence; Muscarinic acetylcholine receptor M5 (Homo sapiens), P08912; CHO-K1 hM5, ACh EC20 PAM; 0% = ACh EC20, 100% = ACh EC100; activation, % at 3 µM; 360,000 compounds, 0.3% hits; AID 624038, 2012;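 active = activation above the run cutoff, the mean activation of all test compounds plus 3 SD, cut at about 18% in these data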
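system = human M5 receptor in CHO-K1 cells | reagent = EC20 acetylcholine as agonist stimulus | compound dosing = single-point, 3 µM nominal | incubation = Fluo-8 loading 80 min at 37 °C plus 30 min room temperature | detection = Fluo-8 calcium dye fluorescence, kinetic read | benchmarks = low control EC20 acetylcholine (0%), high control EC100 acetylcholine (100%)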
M4 antag: human M4 muscarinic receptor antagonists, primary screen, CHO cells, Fluo-8 calcium fluorescence; Muscarinic acetylcholine receptor M4 (Homo sapiens), P08173; CHO-hM4 cells, ACh EC80; inhibition, % at 3 µM; 360,000 compounds, 0.73% hits; AID 624125, 2012;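 active = inhibition above its plate's cutoff, the mean inhibition of sample wells plus 3 SD, cut at about 27% in these data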;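 also: 0% = acetylcholine EC80 with DMSO and 100% = DMSO without agonist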
M5 ag: human M5 muscarinic receptor agonists, primary screen, CHO-K1 cells, Fluo-8 calcium fluorescence; CHO-K1 hM5 cells; 0% DMSO wells, 100% maximal acetylcholine response; activation, % at 3 µM; 360,000 compounds, 0.19% hits; AID 624037, 2012;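 active = activation above the run's mean over test compounds plus 3 SD, cut at about 23% in these data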;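 also: signal is peak over basal fluorescence ratio across the kinetic read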
TAAR1 ag: human TAAR1 agonists, primary screen, Fluo-8 calcium fluorescence, CHO RD-HGA16 cells; activation, % at 3 µM; Trace amine-associated receptor 1 (Homo sapiens), Q96RJ0; AID 624467, 2012; vehicle wells 0%, saturating PEA agonist 100%; 360,000 compounds, 0.99% hits;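 active = activation above the mean activation of all test compounds in the run plus 3 SD, cut at about 38% in these data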
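Repeats: no replicates (n 1) | Material: CHO-derived RD-HGA16 cells with stable Gα16 and human TAAR1 | Technique: Kinetic Fluo-8 calcium fluorescence | Schedule: 17-24 h seeding, 75 min 37 °C dye, 30 min RT | Evaluation: % activation from peak over basal fluorescence ratio, DMSO-to-PEA scaled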
M1 ag: human M1 muscarinic receptor agonists, primary screen, Fluo-8 calcium fluorescence, CHO-K1 cells, HTS; activation, % at 3 µM; Muscarinic acetylcholine receptor M1 (Homo sapiens), P11229; CHO-K1 hM1, agonist mode; 0% DMSO, 100% acetylcholine EC100; 360,000 compounds, 0.33% hits;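 active = activation above the run's mean compound activation plus 3 SD, cut at about 16% in these data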;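 also: peak over basal fluorescence ratio within a 140 s kinetic read after compound addition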
Target sequence (P11229 whole entry, looked up): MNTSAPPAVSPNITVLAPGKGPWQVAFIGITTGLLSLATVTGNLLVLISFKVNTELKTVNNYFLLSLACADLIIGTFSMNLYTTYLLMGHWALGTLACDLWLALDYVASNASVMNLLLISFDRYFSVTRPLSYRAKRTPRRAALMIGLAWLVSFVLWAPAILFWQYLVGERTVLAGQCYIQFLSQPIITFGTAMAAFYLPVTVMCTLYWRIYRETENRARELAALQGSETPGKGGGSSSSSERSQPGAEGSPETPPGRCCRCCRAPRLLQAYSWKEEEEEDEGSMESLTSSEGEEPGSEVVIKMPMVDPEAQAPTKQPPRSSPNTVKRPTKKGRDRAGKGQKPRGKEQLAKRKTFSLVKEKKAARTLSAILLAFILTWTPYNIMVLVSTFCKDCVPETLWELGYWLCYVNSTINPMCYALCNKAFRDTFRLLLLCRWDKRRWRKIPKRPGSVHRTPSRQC
M5 antag: human M5 muscarinic receptor antagonists, primary screen, CHO cells, Fluo-8 calcium fluorescence; Muscarinic acetylcholine receptor M5 (Homo sapiens), P08912; CHO-hM5 cells, ACh EC80; inhibition, % at 3 µM; 360,000 compounds, 0.59% hits; AID 624040, 2012;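 active = inhibition above a per-plate cutoff, the mean of that plate's test compounds plus 3 SD, cut at about 27% in these data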;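 also: 0% = acetylcholine EC80 with DMSO and 100% = DMSO without agonist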
CHRM1 PAM: human M1 muscarinic receptor positive allosteric modulators, primary screen, CHO-K1 cells, Fluo-8 calcium fluorescence, 1536-well. CHO-K1 hM1, ACh EC20; 0% = ACh EC20, 100% = maximal ACh. activation, % at 3 µM. 360,000 compounds, 0.088% hits. AID 588819, 2011; in the data active = activation above about 19%, passing the limit was not always enough
M1 antag: human M1 muscarinic receptor antagonists, primary screen, CHO-K1 cells, Fluo-8 calcium fluorescence, 1536-well. 360,000 compounds, 1.3% hits. CHO-K1 hM1, ACh EC80 antagonist. inhibition, % at 3 µM. AID 588852, 2011. Muscarinic acetylcholine receptor M1 (Homo sapiens), P11229;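 active = percent inhibition above its own plate's cutoff, namely the mean of that plate's compound wells plus 3 SD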;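 also: peak over basal fluorescence ratio during 140 s after agonist addition; 0% = ACh EC80 plus DMSO and 100% = DMSO alone without agonist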
The depositor's hits bear a star; / = no result given.

SMILES	CHRM4 agonist	CHRM5 PAM	M4 antag	M5 ag	TAAR1 ag	M1 ag	M5 antag	CHRM1 PAM	M1 antag
CSc1ccccc1NC(=O)CN(C)C(C)C(=O)Nc1ccc(C#N)cc1 (stereo unspecified)	3	-8	8	-2	0	-4	11	-1	5
CCCCNC(=S)NNC(=O)c1csc(C)c1	1	6	-13	1	2	-5	-2	12	-14
O=C(CCCCCCCCCCC(=O)NCc1cccnc1)NCc1cccnc1	1	0	0	3	6	-2	-3	1	3
Cc1ccc(O)c(NC(=O)C2CC(c3c(F)cccc3Cl)=NO2)c1 (stereo unspecified)	1	-7	4	-1	13	-1	5	-3	10
CC(C)CCNC(=O)NC(=O)COC(=O)/C=C/c1cc(Br)ccc1F	1	-6	7	-1	/	-7	4	13	-9
Cc1cc(=O)oc2cc(Oc3ncccc3[N+](=O)[O-])ccc12	1	-1	-3	-7	4	-6	-7	1	-3
N#Cc1cnn2c1nc(N1CCCCC1)c1ccccc12	-1	-4	-7	0	13	-3	6	10	-2
COc1c(C=NNC(N)=O)c(OC)c(OC)c2c1CCO2	1	-6	-8	1	3	-2	19	4	-3
COCCCN1C(=O)C(CC(=O)NC2CC2)CC(C(=O)N(C(C)C)C(C)C)=C1C (stereo unspecified)	1	-11	1	-1	2	1	2	-11	-2
Oc1ccccc1CNc1ccc(Br)cn1	1	-20	33*	1	0	-1	22	-8	14

Part of the list above, as comma-separated lines.
SMILES,CHRM4 agonist,CHRM5 PAM,M4 antag,M5 ag,TAAR1 ag,M1 ag,M5 antag,CHRM1 PAM,M1 antag
Cc1cc(=O)oc2cc(Oc3ncccc3[N+](=O)[O-])ccc12,1,-1,-3,-7,4,-6,-7,1,-3
N#Cc1cnn2c1nc(N1CCCCC1)c1ccccc12,-1,-4,-7,0,13,-3,6,10,-2
COc1c(C=NNC(N)=O)c(OC)c(OC)c2c1CCO2,1,-6,-8,1,3,-2,19,4,-3

(more compounds)
SMILES	CHRM4 agonist	CHRM5 PAM	M4 antag	M5 ag	TAAR1 ag	M1 ag	M5 antag	CHRM1 PAM	M1 antag
CC(C)(CO)NC(=O)C(Cc1ccccc1)N1C(=O)c2ccccc2C1=O (stereo unspecified)	2	-4	-4	-3	2	-2	1	8	-10
Cc1ccc(SCCn2nc(C(=O)O)c3ccccc3c2=O)cc1	3	-1	2	-4	12	-3	5	-6	12
Cc1ccc(C(=O)NCC(=O)NC2CCCC2)cc1	2	10	-1	-2	1	-6	-1	0	1
C#CCOCCOCCOCCNc1nc(N2CCN(C(=O)[C@H](C)n3cc(CCC(=O)O)nn3)CC2)nc(N2CCN(C(=O)[C@H](C)n3cc(CCC(=O)O)nn3)CC2)n1	1	1	-4	2	1	-4	1	13	-10
CC(C)CC1c2[nH]c3ccccc3c2CCN1C(=O)CCC(=O)N(C)C (stereo unspecified)	0	12	5	-2	4	-8	4	3	-2
CC(=Nc1ccccc1)C1=C(O)C(Cc2cccc(F)c2)NC1=O (stereo unspecified)	1	1	-3	-8	0	-7	8	-4	1
CCNS(=O)(=O)c1ccc2nc(NC(=O)c3cccnc3)sc2c1	2	-10	-1	3	2	-4	11	0	8
COC(=O)[C@@H]1C[C@@H]2CC[C@@H](O)C[C@@H]2N1Cc1ccccc1OS(=O)(=O)c1ccc(C)cc1	1	0	-3	4	0	-3	-3	2	-5
COc1ccc(C)cc1Nc1c2c(nc3ccccc13)CCC2	2	-6	2	-5	0	-9	10	-5	0
Cn1cncc1C#Cc1ccc2cc(C(C)(C)O)oc(=O)c2c1	2	9	-5	3	8	-2	5	6	-9
Cc1cc(C)nc(NNC(=O)NC2CCCCC2)n1	1	-6	7	-3	5	-10	-12	3	-5
O=C(CC1C(=O)NCCN1Cc1cccc(Oc2ccccc2)c1)NCCCn1cccn1 (stereo unspecified)	1	-2	3	2	7	-8	2	7	-9
CCC(c1nnnn1Cc1ccc2c(c1)OCO2)N1CCN(c2ccc(OC)cc2)CC1 (stereo unspecified)	6	9	-14	-2	5	-3	-9	2	0
Fc1ccc(-c2nnc(SCc3ncc(-c4ccccc4)o3)n2CC2CCCO2)cc1 (stereo unspecified)	1	0	1	-1	4	-2	-3	5	-2
CC(OC(=O)c1ccco1)C(=O)NCc1cccs1 (stereo unspecified)	0	12	-4	-8	7	-2	10	8	-8
COc1ccc(NC(=O)CN2C(=O)CSc3ncccc32)cc1	0	-2	-11	2	1	0	4	3	-6
CC1(C(=O)Nc2ccccc2)Cc2c(-c3cccc(C(F)(F)F)c3)ccnc2O1 (stereo unspecified)	-1	-3	4	-1	1	-3	-1	13	-23
Cc1ccccc1NC(=O)c1ccc(Nc2c([N+](=O)[O-])cc([N+](=O)[O-])c3ccccc23)cc1	5	-6	-3	-4	8	-6	14	-10	6
Cc1sc2ncn(CC(=O)NCCCC(=O)NCc3ccc(F)cc3)c(=O)c2c1C	0	9	-10	-3	1	-8	-7	9	-5
CCOC(=O)[C@]12CCCC=C1N(CCC1=CCCCC1)C(=O)[C@H](CC(=O)NCc1ccccc1)C2	8	-5	-6	-2	4	/	0	/	/
Nc1ccc2c(c1)ncn2CCCn1cnc2cc(N)ccc21	1	7	1	-1	1	-6	3	2	-8
CC1=CC(=O)C=CC1(C)C(Cl)(Cl)Cl (stereo unspecified)	0	-3	0	-1	12	-3	-1	4	-7
COC(=O)C1=C(C)N(C)C(C)=C(C(=O)OC)C1c1ccsc1	-2	0	5	-9	6	-10	0	7	-13
CCOC(=O)c1c(NC(=O)CSc2nncn2C)sc(C)c1C	0	-1	7	-1	7	-5	6	3	-6
COC(=O)c1c(N2C(=O)CCC2=O)sc2c1CCCC2	0	-4	5	-3	0	-12	8	6	-11
O=C(O)CCCCCn1c(SCc2cc(=O)n3ccccc3n2)nc2ccsc2c1=O	2	3	-3	2	4	-6	-6	11	-11
CC1=C(c2ccc(F)cc2)[N+](=O)C(C)(C)N1[O-]	0	5	20	0	6	0	-1	7	-2
CC(C)(C)c1ccc(OCCNC(=S)Nc2ccccc2)cc1	5	-15	1	-1	6	0	8	-10	29
O=C(NCCc1ccccc1)c1cccc(NC(=O)C2CCCC2)c1	4	-2	-7	1	5	-3	3	3	-9
COc1ccc(NS(=O)(=O)c2ccc(N3CCCCC3)c(NC(=O)C(C)NC(N)=O)c2)cc1 (stereo unspecified)	4	-11	-7	-2	1	-1	20	4	1
Cc1ccc(OCC(=O)Nc2ccc(Cl)cc2)c(-n2nc3ccccc3n2)c1	0	-1	9	0	-2	-4	7	6	-6
Cc1cc(=O)oc2cc(OC(C)C(=O)Nc3ccc(C(N)=O)cc3)ccc12 (stereo unspecified)	1	5	0	2	1	-1	-6	5	-1
CCOC(=O)C1(Cc2ccccc2C)CCCN(C(=O)c2ccoc2)C1 (stereo unspecified)	3	2	-7	-5	-1	-2	8	6	-7
C/C(CC(=O)Nc1ccccc1)=N\NC(=O)COc1ccc(C)cc1Br	1	5	-4	-5	11	-5	4	6	-7
Cc1cccc(C(=O)Nc2ccc(C(=O)/C=C/c3cccs3)cc2)c1	4	-28	-10	-7	5	0	-4	-3	13
CC(C)(C)C(=O)NC1(C(F)(F)F)NC(=O)N(c2ccc(F)cc2)C1=O (stereo unspecified)	1	-6	10	-3	3	-2	-2	2	-6
COc1cccc(Cn2nnc(C(=O)Nc3cc(Cl)ccc3OC)c2N)c1	2	-4	3	-1	1	-6	6	0	-6
Cc1ccc(F)c(S(=O)(=O)NC(=O)C2(C)CCN2C(=O)Cc2ccsc2)c1 (stereo unspecified)	1	2	-17	1	2	-1	10	5	-15
Cc1cc(C)c(OCC(=O)N(Cc2ccccc2)C2CCS(=O)(=O)C2)c(C)c1 (stereo unspecified)	3	-3	11	-3	1	-4	14	0	4
CSc1nc2c(c(=O)[nH]1)C(c1ccc(Cl)cc1)CC(=O)N2 (stereo unspecified)	0	5	-4	0	1	-5	-7	13	-9
CN(C)S(=O)(=O)c1cc(C(=O)Nc2ccccc2C(=O)NC2CC2)ccc1Cl	16	-23	-7	-1	10	-5	7	-1	-1
CCOc1ccc(S(=O)(=O)Nc2ccc(C(=O)NCC3(N4CCCCC4)CCCCC3)cc2)cc1	2	-3	-6	-3	16	-5	-1	4	-7
O=C(N/N=C/c1ccc(C(F)(F)F)cc1)c1ccncc1	1	1	3	-2	1	0	6	-4	4
COc1ccc(-c2[nH]c3ccccc3c2SCCNC(=O)c2ccccc2)cc1	14	-16	10	0	2	-6	12	-10	9
O=C1c2ccccc2C(=O)N1CCC(O)C[N+](=O)[O-] (stereo unspecified)	2	-3	-2	-2	2	-2	-1	7	-6
COc1ccc(C2=CC(c3c(C)nn(-c4ccccc4)c3Cl)n3nnnc3N2)cc1OC (stereo unspecified)	2	-8	7	-6	1	-3	1	-5	3
O=C(/C=C/c1ccc(O)c(O)c1)OC1C(O)CC(OC(=O)/C=C/c2ccc(O)c(O)c2)(C(=O)O)CC1O (stereo unspecified)	1	-2	-3	-2	6	1	0	12	-12
CC(C)c1ccc(/C=C/C(=O)NNC(=O)c2cccnc2)cc1	3	1	4	7	7	-2	-2	-2	-8
CC(C)CN(C(=O)CN(C)C(=O)Cc1ccc(Cl)cc1)c1c(N)n(CC(C)C)c(=O)[nH]c1=O	0	3	-3	-2	0	-2	9	0	2
Cc1ccc(NC(=O)C2c3ccccc3-c3ccccc32)cc1	0	-8	-2	-1	-1	9	11	12	-6
Going on with the list.
SMILES	CHRM4 agonist	CHRM5 PAM	M4 antag	M5 ag	TAAR1 ag	M1 ag	M5 antag	CHRM1 PAM	M1 antag
CC(C)(Oc1ccc(CCNC(=O)c2ccc(-c3ccc(Cl)cc3)o2)cc1)C(=O)O	12	-9	0	3	9	-6	9	-6	10
CC(=O)N1CCc2c(sc(NC(=O)Cc3ccccc3)c2C(N)=O)C1	0	-9	-20	2	0	1	0	4	-6
Cc1ccc(S(=O)(=O)NCCC(=O)N2CCN(C/C=C/c3ccccc3)CC2)cc1	6	-7	-4	-4	4	-3	0	-12	19
Cc1noc(C)c1C(c1ccccc1)c1ccccc1	-4	-1	-4	-7	/	-8	1	-5	8
C=CCN1N=C(c2ccc(Cl)s2)CSC1=O	-3	-2	-13	-2	4	-3	-8	4	8
COC(=O)[C@]12CCCCC=C1N(Cc1cccc3ccccc13)C(=O)[C@H](CC(=O)N1CCN(C(=O)C3CC3)CC1)C2	16	-8	-2	4	8	/	4	/	/

Screening results as filed in PubChem.

Not all compounds are listed; count on the stated rates, not on these rows.
